Screens deposited in PubChem BioAssay by National Center for Advancing Translational Sciences (NCATS).
Mm-Cpn inhibitor: Inhibitors of TCP-1 ring complex (TRiC) of Methanococcus maripaludis (MmCpn): qHTS; purified Mm-Cpn ATPase, ADP Transcreener TR-FRET; AID 504842, 2011; Potency, µM (highest dose often 76.9 µM), inactives show at the top dose activity, negative = inhibition, actives largely listed as inhibitors; Chaperonin Mm-Cpn (Methanococcus maripaludis); 330,000 compounds, 0.031% hits; note: potency is the fitted concentration of half-maximal effect; % is set by controls: 0 for no effect and ±100 for the full control effect; nearly all actives have a fitted effect of over 80% in size
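Reaction buffer contained 30 mM Tris pH 7.4, 100 mM KCl, 5 mM MgCl2 and 1 mM DTT. Mm-CPN (25 nM final) hydrolysed 10 uM ATP over 30 min at 37°C; ADP was read by HTRF.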
PTHR1 agonist: qHTS for PTHR1 Agonists: Primary Screen | Parathyroid hormone/parathyroid hormone-related peptide receptor (Homo sapiens), Q03431 | Potency, µM (titrated, usually from 115 µM), for the others: at the top dose activation, usual class: activators | HEK293 GP2 PTHR1 cells, GloSensor cAMP luminescence, 1 h | AID 743266, 2014 | 410,000 compounds, 0.075% hits; note: potency is the fitted concentration of half-maximal effect; nearly all actives have a fitted effect of over 55% in size; some results filed as inactive show a strong effect at the top dose; inactives centre near -15; many of its hits are not listed in these tables
Target sequence (Q03431 whole entry, looked up): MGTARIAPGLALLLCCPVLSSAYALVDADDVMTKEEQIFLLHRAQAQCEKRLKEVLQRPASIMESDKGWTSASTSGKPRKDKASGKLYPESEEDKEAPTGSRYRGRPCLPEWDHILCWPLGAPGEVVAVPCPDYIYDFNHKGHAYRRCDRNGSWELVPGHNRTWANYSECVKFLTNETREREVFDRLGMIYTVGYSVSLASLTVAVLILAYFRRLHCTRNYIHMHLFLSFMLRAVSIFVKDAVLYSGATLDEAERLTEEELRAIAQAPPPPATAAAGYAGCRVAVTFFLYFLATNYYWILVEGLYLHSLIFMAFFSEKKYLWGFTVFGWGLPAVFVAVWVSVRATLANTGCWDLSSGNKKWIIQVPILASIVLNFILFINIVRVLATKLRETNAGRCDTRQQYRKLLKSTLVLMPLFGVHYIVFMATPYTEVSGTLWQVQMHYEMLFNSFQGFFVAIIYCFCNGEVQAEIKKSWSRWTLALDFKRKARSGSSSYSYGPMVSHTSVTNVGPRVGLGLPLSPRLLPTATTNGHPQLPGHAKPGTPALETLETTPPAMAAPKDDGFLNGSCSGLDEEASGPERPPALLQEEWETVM
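HEK-293-derived GP2 cells expressing PTHR1 and a GloSensor cAMP reporter, 3,000/well, plated overnight, given luciferin plus IBMX (each 0.5 mM as added) for 1 h at 37 °C, then compound for 1 h at 37 °C. Luminescence was read after 15 min at room temperature.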
aSyn yeast inh: qHTS of alpha-syn Inhibitors; Yeast expressing alpha-synuclein, growth rescue, BacTiter-Glo, 24 h; Potency, µM (top dose mostly 46.1 µM), for inactives: at the highest dose growth rescue (activation), usual class: activators; 370,000 compounds, 0.14% hits; AID 652106, 2013; note: potency is the fitted concentration of half-maximal effect; % of control where 0% means no effect; nearly all actives have a fitted effect of over 65% in size
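Screening used galactose-induced yeast with toxic alpha-synuclein levels, exposed to compound for 24 hr at 30 deg C. Cell growth, read with BacTiter-Glo luminescence, gave the measured signal.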
GLP1R inv ag: qHTS of GLP-1 Receptor Inverse Agonists (Inhibition Mode); Glucagon-like peptide 1 receptor (Homo sapiens), P43220; 410,000 compounds, 1.6% hits; Potency, µM (doses to about 38.3 µM), without a hit: at the highest dose activity change, negative = inhibition, hits mostly inhibitors; HEK293 GLP-1R CRE-luciferase, luminescence, 24 h; GLP-1R form is constitutively active; note: potency is the fitted concentration of half-maximal effect; % is set by controls: 0 for no effect and ±100 for the full control effect; nearly all actives have a fitted effect of over 55% in size
Target sequence (P43220 whole entry, looked up): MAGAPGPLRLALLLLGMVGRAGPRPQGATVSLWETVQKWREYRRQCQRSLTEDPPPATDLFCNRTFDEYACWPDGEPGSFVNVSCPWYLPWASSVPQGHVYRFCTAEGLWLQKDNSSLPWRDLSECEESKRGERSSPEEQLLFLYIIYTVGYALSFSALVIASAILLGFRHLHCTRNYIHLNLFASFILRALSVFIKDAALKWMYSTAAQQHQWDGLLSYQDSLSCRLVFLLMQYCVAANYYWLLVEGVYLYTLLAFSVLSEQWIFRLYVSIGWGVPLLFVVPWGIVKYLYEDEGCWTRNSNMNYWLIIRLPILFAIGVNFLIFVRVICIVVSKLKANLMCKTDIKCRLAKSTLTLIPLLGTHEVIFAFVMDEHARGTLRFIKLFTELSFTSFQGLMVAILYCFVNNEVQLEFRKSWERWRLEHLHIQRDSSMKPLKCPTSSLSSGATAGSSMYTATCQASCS
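Using stably transfected HEK293 (constitutively active GLP-1R, cAMP-luciferase reporter), compounds were incubated 24 hr and luciferase measured by luminescence.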
TDP43 rescue: qHTS of TDP-43 Inhibitors | TDP-43 expressing yeast growth rescue, BacTiter-Glo, 24 h | Potency, µM (titrated, usually from 46.1 µM), without a hit: at the highest dose growth rescue (activation), usual class: activators | 410,000 compounds, 1.8% hits; note: potency is the fitted concentration of half-maximal effect; % of control where 0% means no effect; nearly all actives have a fitted effect of over 50% in size
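Yeast cells expressing TDP-43 under galactose induction are exposed to compounds for 24 hr at 30 deg C. BacTiter-Glo luminescence measures growth, so protective compounds score as activators.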
Abeta rescue: qHTS for compounds that reverse cellular toxicity of Amyloid beta (A-beta) peptide in yeast: Primary Screen; 410,000 compounds, 0.063% hits; Potency, µM (titrated, usually from 46.1 µM), for inactives: at the highest dose growth rescue, actives largely listed as activators; yeast expressing A-beta42, growth rescue, OD600, 48 h; response scale: 0% DMSO, 100% iron-clioquinol control; note: potency is the fitted concentration of half-maximal effect; nearly all actives have a fitted effect of over 55% in size
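Yeast A-beta toxicity model in growth medium with pinned compounds, 48 h at 30 C; growth read as absorbance at 600 nm. Normalized to FeCl3/clioquinol equimolar mix (positive) and DMSO (negative).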
FUS yeast rescue: qHTS for Suppressors of FUS Proteinopathy: Primary screen using FUS-linked yeast assay. S. cerevisiae FUS-expressing, growth rescue, OD600, 24 h. 390,000 compounds, 0.24% hits. Potency, µM (doses to about 76.6 µM), for the others: at the top dose growth rescue (activation), actives largely listed as activators;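 note: potency is the fitted concentration of half-maximal effect; plate controls were DMSO vehicle for no effect and reference control for full effect; nearly all actives have a fitted effect of over 55% in size; some results filed as inactive show a strong effect at the top dose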
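Cultures pregrown in 2.5% raffinose medium are shifted to minimal medium containing 2% galactose to express toxic FUS. Compounds are tested at several concentrations. After 24hr at 30C, growth is quantified at 600 nm absorbance.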
GLP1R cytotox: qHTS of GLP-1 Receptor Inverse Agonists: Cytotox Screen. HEK293 cAMP-luciferase reporter cells, luminescence, 24 h. Potency, µM (titrated, usually from 38.3 µM), inactives show at the top dose activity change, negative = inhibition, most hits filed as inhibitors. 410,000 compounds, 0.13% hits. AID 624418, 2012;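 note: loss of luciferase light is scored as toxicity; potency is the fitted concentration of half-maximal effect; % is set by controls: 0 for no effect and ±100 for the full control effect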
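Seeding density was 200 cells/uL; after overnight-length (12 h) culture, 23 nL compounds went on for 24 h at 37 °C. Readout used a luciferase detection reagent, luminescence taken after 12 min at room temperature.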
pAkt inh: HTS Assay for Inhibitors of Akt Phophorylation: Primary Screen | activity change, % for hits at 50 µM | 360,000 compounds, 0.32% hits | Neuro2A IGF-stimulated pAkt S473 HTRF, 20 min; hits give low values; in the data active = activity change below about -80%; inconclusive = mostly about -51% to -80%; note: % is set by controls: 0 for no effect and ±100 for the full control effect
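Neuro2A cells (4,500/well, DMEM with 0.5% FBS) were treated with compound at a single 50 µM final concentration, stimulated with 6 nM IGF for 20 min at 37 °C, and lysed. Phospho-Akt Ser473 was read by HTRF as 665/615 ratio ×10^4.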
* marks the source's active call; other numbers are inactive results; i = inactive; ? = inconclusive; / = no result given; & = joins results of further samples; [ ] = dose if it differs, or a comment. Unless noted, calls come from the whole dose curve; as a rule, active = well fitted curve in the direction sought with a large enough effect; inconclusive = small, poorly fitted or top-dose-only effect, or another doubt; inactive = no such curve, though single readings can be large; an effect the other way counts as inactive or inconclusive. Not all compounds are listed; the hit share may differ from the screen's.

SMILES | Mm-Cpn inhibitor | PTHR1 agonist | aSyn yeast inh | GLP1R inv ag | TDP43 rescue | Abeta rescue | FUS yeast rescue | GLP1R cytotox | pAkt inh
COC(=O)C1=C(C(=O)OC)SC2(S1)C(C(=O)OC)=C(C(=O)OC)SC1=C2c2cc(C)ccc2NC1(C)C | -2% | -5%[57.5 µM] | -40%[inhibitor] | -24% | 12% | 10% | 43% | -8% | i
O=C(c1ccco1)N1CCN(S(=O)(=O)c2cccc(C(F)(F)F)c2)CC1 | 0% | i | -4% | -6% | 0% | 0% | / | 2% | i
COc1ccccc1-n1nnnc1SC(C)C(=O)NC1CCCC1 (stereo not given) | -1% | i | 6% | 0% | 1% | -4% | 0% | -7% | i
CCN(Cc1ccccc1)Cc1c(O)ccc2oc(C)c(C(=O)Nc3ccccc3C)c12 | / | -44%[inhibitor] | / | ? | 2% | 10% | 14% | -13% | /
CCOc1cccc(OCCCOc2cccc3cccnc23)c1 | 2% | -35%[inhibitor] | 11% | ? | 13% | 4% | / | -1% | i
Cc1ccc(OCC(=O)NNC(=S)NC(=O)C2CCCCC2)c(C)c1 | -1% | -3% | ? | 2% | 13µM* | -74%[inhibitor] | 9% | 10% | i
Cc1ccc(NC(=O)CN2CCC(C(=O)c3ccc4c(c3)OCCO4)CC2)cc1 | 1% | -20%[57.5 µM] | -4% | ? | -6% | -2% | 17% | -21% | i
Cc1ccn2cc(CNC(=O)c3cccs3)nc2c1 | -2% | -24% | 16% | 26% | -2% | -2% | -1% | -1% | i
COc1ccccc1Cn1ccn(CC(=O)Nc2c(C)cc(C)cc2C)c(=O)c1=O | / | i | / | -8% | 7% | 5% | 7% | 5% | /
CN(CC(=O)N1CCCCCC1)S(=O)(=O)c1ccccc1 | -2% | -9% | 2% | 13% | -8% | 6% | -2% | -2% | i
COc1ccc(CCNC(=O)C2CCN(S(=O)(=O)c3ccc(OC)c(OC)c3)CC2)cc1OC | 0% | i | -4% | 27% | ? | -6% | 17% | 18% | i
COc1ccc2c(=O)cc(-c3cccnc3)oc2c1OC | -2% | i | 5% | 151%[activator] | -23% | -16% | 15% | ? | i
Cc1ccc(S(=O)(=O)NC(=O)NCc2ccccc2)cc1 | -3% | -11%[57.5 µM] | 3% | 3% | -14% | 6% | 20% | -1% | i
COc1ccc(/C(C)=N/Nc2ncc(Cl)cc2Cl)c(O)c1 | 0% | -52%[inhibitor] | -2% | ? | ? | -68%[inhibitor] | 34% | -92% | i
CCOC(=O)c1nn(C23CC4CC(CC(C4)C2)C3)c2c1C(=O)N(c1ccc(C)cc1)C2=O | 0% | i | 10% | 1% | 4% | 16% | 0% | 2% | -110%*
CCCCC(=O)N(C)c1c(CC)nc2c(OCC3CCCCC3)cccn12 | / | -22% | 9% | ? | 3% | -14% | 5% | 3% | i
N#C/C(=C\c1ccncc1)C(=O)Nc1ccc(C(=O)O)cc1 | 2% | -3% | 0% | -6% | 5% | -8% | -13% | 17% | i
COc1ccc(S(=O)(=O)c2cn(C)c3cc(N4CCCCC4)c(F)cc3c2=O)cc1 | / | -30% | / | 4% | 21% | -6% | -9% | 0% | /
Cn1cccc1C(=O)NC(=O)COC(=O)c1ccc(S(C)(=O)=O)c([N+](=O)[O-])c1 | -28% | -19% | 2%&-10% | ? | -24% | -18% | 23% | ? | i
CC1CCCN(C2=C(NS(=O)(=O)c3ccc(Br)cc3)C(=O)c3ccccc3C2=O)C1 (stereo not given) | -3% | i | -6% | -14% | -23% | 6% | 27% | 151%[activator] | i
Cc1cnc(NC(=O)c2ccc(F)c(S(=O)(=O)N3CCOCC3)c2)s1 | 0% | -94%[inhibitor] | 0% | 3% | 6% | 8% | / | -8% | i
COc1ccc(N=Nc2nc3cc(Br)c(Br)cc3n2C)c(OC)c1 | 1% | i | -4% | 46%[activator] | ? | -10% | -6% | -6%[1.53 µM] | i
Cc1ccc(C)c(NC(CC(=O)c2ccccc2)C(=O)OCC(=O)c2cccs2)c1 (stereo not given) | -1% | i | 1% | 0% | 2% | -1% | / | 11% | i
CCn1cc(CN2CCC(C(=O)Nc3cccc(-c4cccc(Cl)c4)c3)CC2)cn1 | 2% | i | 1% | ? | -8% | -1% | 12% | ? | i
NS(=O)(=O)c1ccc(NC(=O)c2c(F)cccc2Cl)cc1 | 1% | i | -4% | -9% | 8% | -3% | -9% | -3% | i

Complete entries as entered above. Screens in order: Mm-Cpn inhibitor | PTHR1 agonist | aSyn yeast inh | GLP1R inv ag | TDP43 rescue | Abeta rescue | FUS yeast rescue | GLP1R cytotox | pAkt inh
Record of `CN(CC(=O)N1CCCCCC1)S(=O)(=O)c1ccccc1` → -2% | -9% | 2% | 13% | -8% | 6% | -2% | -2% | i
Record of `Cc1cnc(NC(=O)c2ccc(F)c(S(=O)(=O)N3CCOCC3)c2)s1` → 0% | -94%[inhibitor] | 0% | 3% | 6% | 8% | / | -8% | i
Record of `COc1ccc(N=Nc2nc3cc(Br)c(Br)cc3n2C)c(OC)c1` → 1% | i | -4% | 46%[activator] | ? | -10% | -6% | -6%[1.53 µM] | i

(listing goes on)
SMILES | Mm-Cpn inhibitor | PTHR1 agonist | aSyn yeast inh | GLP1R inv ag | TDP43 rescue | Abeta rescue | FUS yeast rescue | GLP1R cytotox | pAkt inh
O=C(Nc1ccc2ccccc2c1)c1onc2c1CCCC2 | 2% | -37%[inhibitor][57.5 µM] | -1% | 8.9µM* | 9% | -1% | -11% | -5% | i
CCc1ccccc1NC(=O)CN(C)C(=O)c1cc(C2CC2)nc2c1cnn2C(C)C | 1% | i | 4%[1.84 µM] | 18% | -8% | -3% | 3% | 3% | i
O=C(NCc1ccc(Cl)cc1)[C@@H]1CCCN1S(=O)(=O)c1ccc(Cl)cc1 | -4% | i | 14% | ? | ? | 18% | 13% | 6% | i
Cc1c(N/C(=N/S(=O)(=O)c2ccc(F)cc2)c2ccccc2)c(=O)n(-c2ccccc2)n1C | 1% | -4% | 1% | 12% | 20% | 7% | -34% | 2% | i
O=C(CN1CCCCCC1)N/N=C/c1cccc(Cl)c1Cl | 0% | -7% | 1% | -25% | 14% | 3% | -6% | -8% | i
CSc1ccc(CNC(=O)C2CCC(=O)N(Cc3cccc(F)c3)C2)cc1 (stereo not given) | 1% | i | -5% | ? | ? | 8% | / | 8% | i
O=C(N/C(=C\c1cccs1)C(=O)N1CCOCC1)c1cccs1 | 0% | i | 0% | 2% | -9%[9.22 µM] | -6% | -4% | 0% | i
NC(=O)c1ccc(/C=N/O)nc1 | -4% | -2% | 1% | 6% | 13% | 0% | -39% | 5% | i
CCn1c(C)c(C(C)=O)c(N2CCN(c3cccc(Cl)c3)CC2)nc1=S | -4% | -9%[57.5 µM] | 5% | -16% | 1% | 24% | 36% | -16% | i
C#CCOCCOCCOCCNc1nc(N2CCN(C(=O)[C@H]([C@@H](C)CC)n3cc([C@@H](N)CC(C)C)nn3)CC2)nc(N2CCN(C(=O)[C@H](CCCCN)n3cc([C@@H](N)CO)nn3)CC2)n1 | / | -17% | -5% | 14% | -5% | -8% | -12% | 10% | i
Cc1ccc(SCC(=O)OCC(=O)Nc2ccc3[nH]c(=O)[nH]c3c2)cc1C | 1% | -14% | 0% | -27% | -15% | -3% | 41% | 11% | i
COC(=O)c1c(C)cc(O)c(C=O)c1O | / | -36%[inhibitor] | -4% | -10% | -16% | -62%[inhibitor] | -19% | 12% | i
Cn1c(N)c(Sc2ccccc2[N+](=O)[O-])c(=O)n(C)c1=O | 4% | 0% | 0% | 11% | -20% | -23% | -26% | 0% | i
COc1ccc(NC(=O)COc2cccc(-n3cnnn3)c2)cc1 | 0% | -23% | 2% | 8% | -20% | -8% | 2% | -2% | i
Cc1cccc(NC(=O)c2cc(N3CCOCC3)nc3ccccc23)c1 | -8% | -19%[57.5 µM] | 0% | -6% | -3% | 6% | ? | 21% | i
COc1ccc(CNC(=O)CN2C(=O)NC(c3ccccc3)(c3ccccc3)C2=O)cc1OC | / | -3% | -9% | -2% | 22% | 6% | / | 7% | i
COc1cc(/C=C/C(=O)N2CCCc3ccccc32)cc(OC)c1OC | -2% | i | 1% | 11% | 14% | 0% | / | -15% | i

Part of the list above, with two lines to a compound:
Below each SMILES – Mm-Cpn inhibitor | PTHR1 agonist | aSyn yeast inh | GLP1R inv ag | TDP43 rescue | Abeta rescue | FUS yeast rescue | GLP1R cytotox | pAkt inh
COc1ccc(NC(=O)COc2cccc(-n3cnnn3)c2)cc1
 : 0% | -23% | 2% | 8% | -20% | -8% | 2% | -2% | i
Cc1cccc(NC(=O)c2cc(N3CCOCC3)nc3ccccc23)c1
 : -8% | -19%[57.5 µM] | 0% | -6% | -3% | 6% | ? | 21% | i
COc1ccc(CNC(=O)CN2C(=O)NC(c3ccccc3)(c3ccccc3)C2=O)cc1OC
 : / | -3% | -9% | -2% | 22% | 6% | / | 7% | i
